Compound activity: PubChem, several laboratories
NOD2 RIPK2 PPI = NOD2-RIPK2 protein interaction inhibition | CHO BLA complementation NOD2-RIPK2, CCF4 ratio | inhibition, % at 4.98 µM | actives 0.38% (n = 360,000) | AID 624267; in the data active means inhibition above about 21%;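 further: 0% = vehicle only and 100% = reference blocker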
TLR9-MyD88 block = TLR9-MyD88 interaction inhibition | Q9NR96+Q99836 | CHO BLA complementation TLR9-MyD88, CCF4 FRET ratio | inhibition, % at 4.98 µM | actives 0.21% (n = 340,000) | AID 504734;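 active means inhibition above the mean over all tested compounds plus 3 SD, cut at about 21% in these data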;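 further: 0% = DMSO only wells and 100% = clavulanate BLA inhibitor control wells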
SRC1 inh = human NCOA1 inhibition; HEK293 GAL4-SRC1 luciferase reporter, luminescence; actives 0.12% (n = 360,000); AID 588354; Q15788; inhibition, % at 3.6 µM;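 active means inhibition above the campaign mean plus 3 SD, with each screening campaign given its own cutoff, cut at about 60% in these data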;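 further: 0% = DMSO treated cells and 100% = gossypol at 36 µM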
LRH-1 inv ag = NR5A2 inverse agonism in reporter assay. O00482. HEK293T StAR-luciferase reporter, LRH-1 transfected, 24 h. inhibition, % at 3.6 µM. actives 0.13% (n = 360,000);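 active means inhibition above the mean inhibition of all tested compounds plus 3 SD, cut at about 73% in these data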;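 further: 0% = DMSO wells and 100% = reporter-only cells lacking LRH-1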
Exocytosis inh = blocks lytic granule exocytosis | TALL-104 LAMP-1 surface exposure, flow cytometry; cells stimulated with thapsigargin and PMA | inhibition, % at 10 µM | AID 651702 | actives 0.66% (n = 360,000);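 active means inhibition above about 55%, limit read from the data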
TROY NFkB inh = TROY signaling inhibition. Q293 LMP1-TROYcd NF-kB luciferase reporter, 4 h. inhibition, % at 10 µM. actives 0.98% (n = 360,000). AID 1347056;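 active means compounds whose plate-normalised and pattern-corrected inhibition of the luciferase reporter signal at the single screening dose is 50% or more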
TWEAK Fn14 block = inhibitors of TWEAK-Fn14 interaction signaling. TWEAK-stimulated Fn14 reporter cells, luciferase luminescence, 8 h. inhibition, % at 10 µM. actives 2% (n = 360,000); in the data active means inhibition above about 50%
NR2F2 inh = inhibitors of human COUP-TFII (NR2F2); HEK293T NGFI-A luciferase reporter, luminescence; inhibition, % at 8.6 µM; actives 0.7% (n = 370,000);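 active means inhibition above a per-plate cutoff, mean inhibition of test wells between control levels plus 3 SD, cut at about 38% in these data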;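 further: cells cotransfected with COUP-TFII expression vector driving the NGFI-A reporter; 0% = median of COUP-TF2 test wells and 100% = reporter-only cells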
NCOA3 inh = inhibitors of human steroid receptor coactivator 3 (SRC3) | inhibition, % at 3.6 µM | actives 0.17% (n = 360,000) | Q9Y6Q9 | HEK293 GAL4-SRC3 luciferase reporter, luminescence;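 active means inhibition above a per-campaign cutoff, the mean of all compounds plus 3 SD, cut at about 60% in these data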;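 further: 0% = DMSO-treated cells and 100% = gossypol-treated cells at 36 µM; higher means less SRC3-driven luciferase light from the GAL4 reporter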
ABHD5 PLIN5 PPI = inhibitors of human ABHD5-perilipin-5 interaction. Q00G26+Q8WTS1. Split G. princeps luciferase complementation, luminescence, 4 h. inhibition, % at 4 µM. actives 0.78% (n = 360,000);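 active means inhibition above the mean inhibition across every tested compound plus 3 SD, cut at about 22% in these data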;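 further: 0% = DMSO only wells and the 100% control is not disclosed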
Target sequence (Q00G26 whole entry, looked up): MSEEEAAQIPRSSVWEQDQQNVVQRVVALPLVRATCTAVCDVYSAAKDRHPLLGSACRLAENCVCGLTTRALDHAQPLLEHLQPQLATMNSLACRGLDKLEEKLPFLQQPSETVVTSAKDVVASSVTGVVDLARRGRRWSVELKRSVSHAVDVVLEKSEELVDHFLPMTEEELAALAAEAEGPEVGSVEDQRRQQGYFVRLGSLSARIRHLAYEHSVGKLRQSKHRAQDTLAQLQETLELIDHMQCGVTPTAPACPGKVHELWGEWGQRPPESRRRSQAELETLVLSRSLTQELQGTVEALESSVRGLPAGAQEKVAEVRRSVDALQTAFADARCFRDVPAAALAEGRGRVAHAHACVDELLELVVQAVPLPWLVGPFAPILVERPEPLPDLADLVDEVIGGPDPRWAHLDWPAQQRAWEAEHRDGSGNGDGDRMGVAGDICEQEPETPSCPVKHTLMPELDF
Target sequence (Q8WTS1 whole entry, looked up): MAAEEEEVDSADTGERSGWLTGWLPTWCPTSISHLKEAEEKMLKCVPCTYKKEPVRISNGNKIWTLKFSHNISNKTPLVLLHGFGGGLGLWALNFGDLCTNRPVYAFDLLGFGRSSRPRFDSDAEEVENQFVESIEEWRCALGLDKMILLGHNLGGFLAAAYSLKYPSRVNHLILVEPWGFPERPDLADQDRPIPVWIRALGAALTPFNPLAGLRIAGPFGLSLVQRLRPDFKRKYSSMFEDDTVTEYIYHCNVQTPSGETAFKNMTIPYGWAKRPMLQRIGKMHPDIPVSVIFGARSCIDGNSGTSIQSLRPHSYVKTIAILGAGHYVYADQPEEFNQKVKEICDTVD
SRC2 inh = human SRC2 (NCOA2) inhibition. HEK293 GAL4-SRC2 luciferase reporter, luminescence. inhibition, % at 9 µM. Q15596. actives 0.17% (n = 370,000);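 active means inhibition above the mean inhibition of all tested compounds plus 3 SD, set per campaign, cut at about 52% in these data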;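 further: 0% = DMSO treated cells and 100% = cells given Gossypol at 36 µM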
The depositor's hits bear a star; · = no result given. A portion of the library; rates above refer to the full screens.

SMILES | NOD2 RIPK2 PPI | TLR9-MyD88 block | SRC1 inh | LRH-1 inv ag | Exocytosis inh | TROY NFkB inh | TWEAK Fn14 block | NR2F2 inh | NCOA3 inh | ABHD5 PLIN5 PPI | SRC2 inh
O=C(O)C1CC(=O)N(CCc2c[nH]c3ccccc23)C1 (stereo not given) | -1 | -8 | -27 | 14 | 3 | 19 | 7 | 9 | 15 | -1 | -40
Cc1ccc(-c2csc3ncnc(Oc4ccc5c(C)cc(=O)oc5c4)c23)cc1 | -5 | 6 | 6 | 0 | 22 | -3 | 12 | -3 | 21 | -4 | -15
O=C1OC(NC(=O)c2ccccc2)C(N2CCOCC2)=C1Cl (stereo not given) | 3 | -3 | -34 | -15 | 3 | 11 | 11 | 5 | -41 | 5 | -5
COc1ccc(CCNC(=O)CCc2ccc(S(=O)(=O)NC(C)C)cc2)cc1 | -7 | -6 | 1 | 13 | 1 | 19 | 8 | 14 | 10 | -1 | -13
CCn1ccnc1CNC(=O)c1ccc2oc(C(C)C)nc2c1 | 0 | 9 | -12 | 11 | 0 | -27 | 5 | -1 | 6 | 3 | -16
CCOc1ccccc1/C=N/NC(=O)c1cc(C(C)C)[nH]n1 | 6 | -13 | -19 | 3 | 2 | -28 | 4 | -10 | -27 | -5 | -41
C/C(Cl)=C\Cn1c(NCCc2ccccc2)nc2c1c(=O)n(C)c(=O)n2C | -10 | -10 | -6 | 18 | 3 | 50* | 54* | 11 | 20 | 2 | 1
O=C(OCC(=O)N1CCCC1)c1cncc(Br)c1 | -2 | 4 | -6 | 4 | -2 | 2 | 21 | 7 | 13 | -4 | -15
CC(C)(C)n1nnnc1C(CCc1ccccc1)N1CCN(C/C=C/c2ccccc2)CC1 (stereo not given) | 3 | · | 10 | 26 | 17 | 19 | -3 | 23 | 7 | 3 | 6
CCN(CC(=O)Nc1ccc2c(c1)OCCO2)C(=O)COc1ccc(C(C)=O)cc1 | -1 | 1 | 14 | -14 | -2 | 8 | 15 | -3 | -5 | 0 | -14
O=C(c1ccc(Cl)cc1)c1c[nH]c(C(=O)C(Cl)(Cl)Cl)c1 | 8 | 5 | -14 | 20 | -1 | 0 | 0 | 10 | 9 | 0 | 15
C/C(CC(=O)Nc1ccc(N(C)C)cc1)=N\NC(=O)c1ccc(Cl)cc1 | -6 | -12 | -13 | -21 | -2 | -32 | 0 | -31 | -54 | -3 | -28
Cc1ccc(F)cc1NC(=O)CSc1nc(Nc2ccccc2)nc(N2CCOCC2)n1 | -4 | 3 | -13 | 12 | -3 | 11 | -62 | -13 | -8 | 2 | -14
COc1cc2c(cc1OC)CN(S(C)(=O)=O)CC2 | -2 | -12 | -8 | 12 | 1 | -17 | -6 | -1 | 13 | 4 | 14
C#CCNC(=O)/C=C/c1ccc(OC)cc1 | 2 | 4 | -84 | -42 | -7 | -63 | -21 | -20 | -81 | -2 | -67
O=C(Nc1cccc(-c2nnc(-c3ccccc3)o2)c1)C1CC1 | -15 | -10 | -58 | -37 | 0 | -41 | -33 | -14 | -38 | 3 | -59
COc1ccccc1N1CCN(C(=O)CN(c2ccccc2OC)S(=O)(=O)c2ccccc2)CC1 | -7 | 1 | -3 | -8 | 11 | -17 | 23 | 10 | 3 | 6 | 8
CCN(C(=O)CSc1nc(C)nc2sc(C)c(C)c12)c1ccc(F)cc1 | 3 | 8 | 4 | 9 | -4 | 15 | -5 | 3 | 8 | -9 | 17
CCC(=O)c1ccc(NC(C)=O)cc1O | -4 | -5 | 11 | 0 | 2 | -7 | -2 | 2 | -26 | 4 | 0
CCOC(=O)C1=C(COC(=O)CSc2ccc(C)cc2)NC(=O)NC1C (stereo not given) | -14 | 0 | 3 | -2 | 0 | -35 | -11 | -8 | 13 | 0 | 22
Cc1ccsc1C(=O)OCC(=O)Nc1nnc(-c2ccccc2)o1 | -5 | -10 | 1 | 13 | 1 | -17 | -6 | 9 | -17 | -6 | 2
NC(c1csc(NC(=O)Nc2ccccc2)n1)C1CCCCC1 (stereo not given) | 3 | · | 0 | -14 | -6 | -13 | -2 | 4 | 1 | -6 | 29
O=C(C1CC(c2ccccc2O)=NO1)N1CCCC1 (stereo not given) | -7 | -5 | -20 | -27 | 7 | -17 | -10 | -33 | -26 | 1 | -8
Cc1cc(NC(=O)Cn2cnc3sc(C)c(-c4ccccc4)c3c2=O)no1 | -5 | 2 | -9 | 19 | -2 | 15 | -3 | 20 | 3 | 1 | -2
CC1(C(=O)Nc2ccc3c(c2)OCCO3)CSCC(=O)N1C1CCN(Cc2ccccc2)CC1 (stereo not given) | -17 | · | · | 6 | -11 | · | · | 9 | · | -6 | 19
COC(=O)c1sccc1NC(=S)OC | -2 | 8 | -3 | -12 | 1 | 9 | 4 | -7 | 8 | -2 | 20
COc1ccc(-c2cc(-c3ccc(OC)cc3)c(C#N)c(SC)n2)cc1 | 4 | 5 | 2 | -10 | 0 | 10 | -2 | -9 | 13 | -2 | -21
CCCc1cc(CCC)n2nc(N)nc2n1 | -9 | -12 | -11 | 20 | -9 | -3 | 4 | 9 | 0 | -2 | 17
CCCCN1C(=O)C(O)(CC(=O)c2ccccn2)c2ccccc21 (stereo not given) | -7 | 7 | -3 | 8 | 2 | -3 | -17 | 3 | 13 | -6 | 9
CN1CCN(C(=O)/C(=C/c2cn(S(=O)(=O)N(C)C)c3ccccc23)NC(=O)c2ccccc2F)CC1 | 0 | 3 | 0 | 2 | -11 | -14 | 3 | 0 | -5 | -1 | -11

3 entries already listed, sorted by the number in TWEAK Fn14 block, falling:
smiles,NOD2 RIPK2 PPI,TLR9-MyD88 block,SRC1 inh,LRH-1 inv ag,Exocytosis inh,TWEAK Fn14 block,NR2F2 inh,NCOA3 inh,ABHD5 PLIN5 PPI,SRC2 inh
COc1ccccc1N1CCN(C(=O)CN(c2ccccc2OC)S(=O)(=O)c2ccccc2)CC1,-7,1,-3,-8,11,23,10,3,6,8
COC(=O)c1sccc1NC(=S)OC,-2,8,-3,-12,1,4,-7,8,-2,20
O=C(C1CC(c2ccccc2O)=NO1)N1CCCC1 (stereo not given),-7,-5,-20,-27,7,-10,-33,-26,1,-8

The main list resumes, repeating the 2 entries before the break.
SMILES | NOD2 RIPK2 PPI | TLR9-MyD88 block | SRC1 inh | LRH-1 inv ag | Exocytosis inh | TROY NFkB inh | TWEAK Fn14 block | NR2F2 inh | NCOA3 inh | ABHD5 PLIN5 PPI | SRC2 inh
CCCCN1C(=O)C(O)(CC(=O)c2ccccn2)c2ccccc21 (stereo not given) | -7 | 7 | -3 | 8 | 2 | -3 | -17 | 3 | 13 | -6 | 9
CN1CCN(C(=O)/C(=C/c2cn(S(=O)(=O)N(C)C)c3ccccc23)NC(=O)c2ccccc2F)CC1 | 0 | 3 | 0 | 2 | -11 | -14 | 3 | 0 | -5 | -1 | -11
CCc1nc2ccc(C(=O)NCCN3CCOCC3)cn2c1N(CCC(C)C)CCN(C)C | -8 | · | 11 | 0 | 4 | -9 | -12 | -2 | 3 | 5 | 4
COc1cc(OC)cc(C(=O)Nc2ccc(S(=O)(=O)Nc3nc(C)cc(C)n3)cc2)c1 | 1 | 2 | 2 | -22 | 9 | -17 | -7 | 7 | 10 | 11 | 10
COc1ccc(Cl)c2sc(N(Cc3cccnc3)C(C)=O)nc12 | -3 | -5 | -21 | -14 | 3 | 17 | -3 | -12 | -1 | -5 | 10
CC1CCCCN1C(=O)CCS(=O)(=O)c1cccc2nonc12 (stereo not given) | -1 | -9 | -16 | 1 | 2 | -2 | -5 | 9 | -10 | -1 | 1
CCOC(=O)CC(=O)CSc1ccc2nnc(-c3ccc(C)cc3)n2n1 | 0 | 9 | 19 | 9 | -2 | 7 | -12 | 4 | 6 | 2 | -1
CCCc1nc2oc3c(OC)ncnc3c2c2c1COC(C)(C)C2 | 2 | 3 | 9 | 8 | -5 | -8 | 6 | -6 | 10 | -7 | -1
CCOC(=O)N1CCC(NC(=O)CC2C(=O)NCCN2Cc2ccc(C)cc2)CC1 (stereo not given) | -5 | -1 | 11 | 10 | 2 | 0 | 8 | 2 | 14 | -3 | -23
CC12CCC(=O)N1C(C(=O)OCC(=O)Nc1sccc1C#N)CS2 (stereo not given) | 1 | -4 | -3 | 9 | 2 | -4 | -15 | 4 | 2 | -6 | 5
CCCc1cc(=O)[nH]c(SCC(=O)Nc2ncc(S(=O)(=O)c3ccc([N+](=O)[O-])cc3)s2)n1 | -2 | 3 | 3 | -13 | 0 | 7 | -9 | -8 | 12 | 6 | 3
Cn1c(SCC(=O)N2CCCC2=O)nc2ccccc21 | -2 | 13 | -8 | 9 | 0 | -2 | -19 | 10 | 8 | 1 | 23
Cc1cccc(-c2noc(-c3ccc(F)cc3)n2)c1 | 2 | -9 | -157 | -82 | 2 | -14 | 20 | -16 | -108 | 8 | -50
CN(C(=O)Cc1noc2ccccc12)c1ccccc1 | 5 | -6 | -35 | -2 | 0 | -5 | -7 | -2 | 7 | 2 | -20
O=C1CCCC2=C1C1(CCCC1)N=C(Nc1nc3cc(-c4ccccc4)ccc3o1)N2 | 4 | · | -21 | -8 | -2 | -12 | 64* | -1 | -28 | 0 | -23
COc1ccc(C(=O)NCC(=O)OCC(=O)N2CC(C)OC(C)C2)cc1OC (stereo not given) | 8 | 4 | -6 | -2 | 6 | -10 | -20 | -8 | -1 | 11 | -11
CC(=O)N1Cc2ccccc2CC1C(=O)NCc1ccccc1F (stereo not given) | 0 | 8 | 3 | 17 | -7 | -11 | 15 | 6 | -2 | 7 | 7
CN1C(c2ccc(F)cc2)=CS/C1=C(/C#N)c1nnc(N2CCOCC2)n1-c1ccccc1 | -1 | -12 | -3 | 7 | 0 | -9 | 4 | 3 | -4 | 1 | -10
COc1ccc(C(=O)Oc2cccnc2)cc1 | -8 | 1 | -7 | 9 | -14 | 5 | -12 | 16 | 0 | 0 | -2
OCCN(Cc1ccccc1)CC1CCCCC1 | -18 | -9 | -10 | 6 | -1 | 8 | 1 | -5 | 24 | -7 | -9
CCOC(=O)c1sc2nc(CC(=O)OC)nc(N3CCN(c4ccccn4)CC3)c2c1C | -11 | 4 | 2 | 18 | 0 | 9 | 27 | 6 | 8 | -6 | 0
O=[n+]1cc(-c2ccccc2)n([O-])c2c1CCCCC2 | 5 | 12 | 5 | -15 | -6 | -17 | -18 | -5 | 4 | 2 | -21
CCOC(=O)C1=C(CN2CCc3ccccc32)NC(=O)NC1c1cc(C)ccc1C (stereo not given) | -14 | -9 | 11 | -25 | 0 | 22 | 15 | 8 | 0 | -3 | -28
CC1=C(C(=O)OC(C)C)C(c2ccc(C)o2)C(C(=O)OC(C)C)=C(C)N1 | 6 | 0 | 3 | -5 | 1 | 12 | -6 | -9 | 2 | -2 | -2
Cc1cc(-c2nnc(SCC(=O)Nc3ccccc3Cl)n2C)no1 | -10 | 2 | -13 | 18 | -2 | 2 | 18 | 4 | 17 | -6 | 1
C/C(=N\NC(=O)c1ccc(F)cc1)c1cccc(NC(=O)c2ccco2)c1 | -11 | -2 | -7 | -49 | -4 | -71 | -5 | -16 | -36 | -8 | -15
O=C(NCc1ccncc1)Nc1ccc(F)cc1 | 6 | 7 | -11 | 15 | -1 | 15 | -7 | -2 | -1 | -2 | -21
O=C(NC1CCCC1)C1C2C=CC(C2)C1C(=O)N1CCOCC1 (stereo not given) | -14 | 7 | -4 | -34 | -4 | -3 | 2 | -2 | -4 | 3 | -13
Cc1ccc2c(Cl)c(C(=O)Nc3ccc4c(c3)OCO4)sc2c1 | -20 | 1 | -83 | -57 | 3 | -24 | -23 | -26 | -52 | -1 | -66
